Screening data deposited in PubChem BioAssay by National Center for Advancing Translational Sciences (NCATS).
Luciferase inh – blocks Photinus pyralis firefly luciferase activity; P08659; purified firefly luciferase, luminescence, 8 min; Potency, µM (top dose mostly 57.1 µM), without a hit: at the top dose activity change, negative = inhibition, usual class: inhibitors; 72,000 tested, 2.2% active; AID 411; further: potency means the concentration at half of the fitted maximal effect; on the % scale 0 is the no-effect control and ±100 the full control effect; nearly all actives have a fitted effect of over 40% in size
Target sequence (P08659 whole entry, looked up): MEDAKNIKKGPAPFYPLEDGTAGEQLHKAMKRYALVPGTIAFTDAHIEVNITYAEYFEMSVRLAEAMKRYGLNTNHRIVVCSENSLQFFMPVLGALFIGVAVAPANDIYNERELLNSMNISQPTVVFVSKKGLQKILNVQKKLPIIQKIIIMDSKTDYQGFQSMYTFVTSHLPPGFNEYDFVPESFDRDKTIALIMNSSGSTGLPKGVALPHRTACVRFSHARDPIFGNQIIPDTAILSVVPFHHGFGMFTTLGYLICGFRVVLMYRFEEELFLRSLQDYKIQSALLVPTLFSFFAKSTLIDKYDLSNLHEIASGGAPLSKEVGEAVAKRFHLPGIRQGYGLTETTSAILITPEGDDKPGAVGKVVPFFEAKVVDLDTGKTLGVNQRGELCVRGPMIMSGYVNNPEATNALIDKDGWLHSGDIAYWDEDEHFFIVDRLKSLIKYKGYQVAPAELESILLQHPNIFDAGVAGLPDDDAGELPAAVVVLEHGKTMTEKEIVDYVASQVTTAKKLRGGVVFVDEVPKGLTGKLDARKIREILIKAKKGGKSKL
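qHTS concentration-response profiling: light output of P. pyralis luciferase with luciferin and 10 uM ATP, imidazole buffer pH 7.2. Read by luminescence after 8-min room-temperature incubation.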
USP2a inhib – blocks human ubiquitin-specific protease USP2a; O75604; USP2a enzymatic assay, qHTS inhibition; Potency, µM (titrated, usually from 38.3 µM), for inactives: at the highest dose activity change, negative = inhibition, usual class: inhibitors; 60,000 tested, 0.1% active;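 further: potency means the concentration at half of the fitted maximal effect; nearly all actives have a fitted effect of over 60% in size; plate controls were DMSO for no effect and NEM full inhibition control for full effect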
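Coupled readout: USP2-cleaved Ub-PLA2 (20nM final) turns over NBD C6-HPC (20uM final), Ex 460nm/Em 535nm after 2.5 h, time-zero read flagging artifacts. Enzyme (20nM final, pH 8.0 Tris) given 30 min RT with compound first; NEM defines full inhibition.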
Caspase-7 inhib – allosteric or competitive inhibitors of human caspase-7. P55210. recombinant caspase-7, Ac-DEVD-AFC fluorescence rate. Potency, µM (top dose mostly 57.5 µM), for inactives: at the top dose activity change, negative = inhibition, usual class: inhibitors. 75,000 tested, 0.02% active; active means well fitted inhibition curve with a large enough effect in the main read-out, with a control signal flat, not every such curve was filed as active; inconclusive means small, poorly fitted or top-dose-only effect, or a change in a side signal; further: potency means the concentration at half of the fitted maximal effect; % of control where 0% means no effect
Casp1 inh – blocks human caspase-1 allosterically or competitively. Caspase-1 enzyme, Ac-WEHD-AFC fluorogenic rate. Potency, µM (series often up to 57.5 µM), for inactives: at the highest dose activity change, negative = inhibition, most hits filed as inhibitors. P29466. 75,000 tested, 0.03% active. AID 900;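 further: potency means the concentration at half of the fitted maximal effect; plate controls were vehicle for no effect and no substrate for full effect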
Target sequence (P29466 120-297 limits assumed): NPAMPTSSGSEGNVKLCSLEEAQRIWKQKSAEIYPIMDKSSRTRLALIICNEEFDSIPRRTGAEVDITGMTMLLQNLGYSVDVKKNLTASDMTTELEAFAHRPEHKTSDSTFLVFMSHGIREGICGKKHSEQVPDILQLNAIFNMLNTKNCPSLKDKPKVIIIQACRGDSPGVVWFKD
Target sequence (P29466 317-404 limits assumed): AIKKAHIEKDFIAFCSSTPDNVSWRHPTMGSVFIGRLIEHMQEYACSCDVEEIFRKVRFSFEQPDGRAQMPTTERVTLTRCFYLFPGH
Fluorescein fluor – compound autofluorescence in fluorescein spectral region; 59,000 tested, 0.91% active; max fluorescein-equivalent concentration, M; Compound autofluorescence, 480/540 nm, fluorescein-equivalent; stronger effect = higher value; AID 593; in the data active means max fluorescein-equivalent concentration above about 10 nM; inconclusive means between about 1.1 nM and that limit
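Spectral profiling of library compounds in the fluorescein window (480 nm excitation, 540 nm emission) after 15 min at room temperature in pH 8.0 Tris (100 mM). Values are dye-equivalent concentrations.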
HADH2 inhib – HADH2 (human) dehydrogenase inhibition | Q99714 | recombinant HADH2, NADH fluorescence, beta-hydroxybutyryl-CoA | Potency, µM (doses to about 57.1 µM), for inactives: at the top dose activity change, negative = inhibition, hits mostly inhibitors | 73,000 tested, 3.4% active | AID 886; further: potency means the concentration at half of the fitted maximal effect; on the % scale 0 is the no-effect control and ±100 the full control effect; nearly all actives have a fitted effect of over 60% in size; many of its hits are not listed in these tables
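20 nM HADH2 + cpd, 15 min RT; add 1 mM NAD+/90 uM beta-hydroxybutyryl-CoA; kinetic fluorescence 360/450 nm, 4 min. Tris-HCl pH 9.0, 0.01% Tween-20.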
Tau fil binding – binders of human tau filaments. Potency, µM (series often up to 57.1 µM), inactives show at the top dose activity change, negative = inhibition. 71,000 tested, 2% active. recombinant tau filaments, thioflavin S fluorescence, 15 h; filaments grown with octadecylsulfate alongside compound. AID 596;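 further: potency means the concentration at half of the fitted maximal effect; on the % scale 0 is the no-effect control and ±100 the full control effect; actives lower thioflavin S fluorescence by blocking filaments or displacing dye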
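Thioflavine S fluorescence (ex 450, em 510 nm) reports filaments formed from 1 uM human tau plus 30 uM ODS over 15 h at 37 C (10 mM HEPES pH 7.4, 100 mM NaCl, 5 mM DTT); compounds displacing dye or blocking filaments lower signal.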
Texas Red fluor – compound fluoresces in the Texas Red spectral region; Compound fluorescence, Texas Red channel, 547/618 nm; stronger effect = higher value; max dye-equivalent concentration, M; 59,000 tested, 0.06% active; in the data active means max dye-equivalent concentration above about 10 nM; inconclusive means between about 1.1 nM and that limit
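Dye-equivalent concentrations come from scaling compound signal (ex 547, em 618 nm) to six Texas Red standard concentrations run on every plate, after 15 min room-temperature incubation in pH 8.0 Tris (100 mM).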
Rhodamine autofl – compound fluoresces in the rhodamine spectral region. AID 594. max dye-equivalent concentration, M. 59,000 tested, 0.05% active. Rhodamine-region fluorescence, 547/598 nm, Tris buffer; stronger effect = higher value; in the data active means max dye-equivalent concentration above about 11 nM; inconclusive means between about 1.1 nM and that limit
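Compounds in 100 mM Tris buffer, pH 8.0, were incubated 15 min at room temperature, then read at 547 nm excitation and 598 nm emission. Fluorescence was normalized against a per-plate six-point rhodamine standard curve as dye-equivalent concentration.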
HEK293 cAMP ctrl – raises cAMP in parental HEK293 cells, TSHR agonist counter-screen | 73,000 tested, 2.5% active | parental HEK293 CNG cAMP sensor, membrane potential fluorescence | Potency, µM (doses to about 57.1 µM), for the others: top-dose activation, actives largely listed as activators; further: potency means the concentration at half of the fitted maximal effect; % of control where 0% means no effect; nearly all actives have a fitted effect of over 55% in size
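Parental HEK 293 cells stably expressing a cAMP-gated CNG channel were loaded with membrane potential dye containing 100 uM RO 20-1724 for 60 min. Compound added for 30 min; depolarization read as fluorescence intensity at 590 nm.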
ERK AVP inh – inhibitors of vasopressin-stimulated ERK signaling pathway. HEK293-V1b, vasopressin-stimulated pERK AlphaScreen. Potency, µM (top dose mostly 57.5 µM), for inactives: at the highest dose activity, negative = inhibition, usual class: inhibitors. 72,000 tested, 0.99% active; further: potency means the concentration at half of the fitted maximal effect; on the % scale 0 is the no-effect control and ±100 the full control effect; nearly all actives have a fitted effect of over 55% in size
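V1b-HEK293 cells; cpd 30 min 37C; 25 nM vasopressin 5 min; lyse 10 min; AlphaScreen beads 5 hr RT. Normalized to DMSO basal and 25 nM vasopressin; AC50 by Hill fit.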
The depositor's hits bear a star; i = inactive; ? = inconclusive; / = no result given; [ ] = another dose, or the depositor's remark. Unless noted, the call rests on the fitted dose curve; in most records, active means well fitted curve in the direction sought with a large enough effect; inconclusive means small, poorly fitted or top-dose-only effect, or another doubt; inactive means no such curve, though single readings can be large; an effect the other way counts as inactive or inconclusive.

SMILES	Luciferase inh	USP2a inhib	Caspase-7 inhib	Casp1 inh	Fluorescein fluor	HADH2 inhib	Tau fil binding	Texas Red fluor	Rhodamine autofl	HEK293 cAMP ctrl	ERK AVP inh
Cc1ccccc1OCc1nc(-c2ccc(-n3cccc3)cc2)no1	-2%	/	-3%	-2%	/	?	24%	/	/	?	14%
CCOCCCNCc1cccc(OC)c1	-2%	-5%	0%	0%	i	-9%	-5%	i	i	14%	3%
Cc1ccc(OCCCC(=O)Nc2nncs2)cc1	2%	18%	1%	0%	i	-2%	12%	i	i	-9%	-8%
COc1ccc2[nH]cc(C(=O)CN3CCCCC3C)c2c1 (configuration not stated)	2%	4%	-3%	-3%	i	6%	-17%	i	i	?	3%
COc1ccc(-c2c(C)oc3cc(O)cc(O)c3c2=O)cc1OC	1%	/	?	?	/	-17%	53%	/	/	2%	-29%
Oc1ccccc1-c1cc(-c2cccc(F)c2)n[nH]1	?	/	-2%	-3%	i	1%	-7%	?	i	-1%	?
O=C1NC(=O)C(CC(=O)N(Cc2ccco2)C2(C(=O)NC3CCCC3)CCCCC2)N1 (configuration not stated)	-1%	6%	0%	-1%	i	3%	2%	i	i	?	6%
COc1cccc(C=Nc2ccc3c(c2)OCCO3)c1O	4µM*	-11%	-2%	-3%	i	-9%	-1%	i	i	-12%	-10%
COc1cc2c(C(=O)NCCCOC(C)C)cn(CC(C)C)c(=O)c2cc1OC	6%	5%	0%	3%	i	5%	-2%	i	i	-1%	6%
COCCOC(=O)CC1=NC(=O)CS1	0%	-3%	0%	-1%	?	-3%	-1%	i	i	-2%	-15%
Cc1ccc(-c2c(C#N)c(N)nc3c2CCCCC3)o1	0%	-9%	-13%	-10%	?	9%	9%	?	i	20%	-25%
O=C(NCc1ccc(F)cc1)c1cc2n(n1)C(C(F)(F)F)CC(C1CC1)N2 (configuration not stated)	0%	/	-1%	0%	/	0%	-8%	/	/	-12%	-6%
CC(C)CC(c1nnnn1Cc1ccco1)N1CCN(C2CCCC2)CC1 (configuration not stated)	4%	-13%	1%	-1%	i	11%	2%	i	i	3.2µM*	-2%
CCC(C)(C)n1nnnc1C(c1cccs1)N1CCN(c2nc3ccccc3s2)CC1 (configuration not stated)	2%	203%[activator]	-1%	-10%	i	36%[activator]	6%	i	i	3.2µM*	-6%
CCOc1ccc(CCNC(=O)CCN2C(=O)COc3ccccc32)cc1OCC	1%	18%	-2%	-1%	i	?	-5%	i	i	?	-26%
CC(=O)Oc1ccc(N2C(=O)CCC2=O)cc1	-1%	4%	-2%	0%	i	0%	-1%	?	i	9%	8%
O=C(c1ccco1)N1CCN(C(=O)N2c3ccccc3Sc3ccccc32)CC1	0%	19%	-4%	-5%	i	-5%	279%	i	i	27%	?
Cc1ccc(C)c(N2CCN(C(=O)c3ccccc3Br)CC2)c1	0%	-1%	-2%	-2%	i	2%	8%	?	i	27%	-7%
COc1ccc(C2=NOC(C(=O)N3CCCc4ccccc43)C2)cc1 (configuration not stated)	16µM*	0%	-1%	0%	i	0%	8%	i	i	29%	0%
COc1ccc(CN2CC34C=CC(O3)C(C(=O)O)C4C2=O)cc1 (configuration not stated)	2%	/	0%	-3%	/	-2%	-7%	/	/	7%	/
CCCCNC(=O)Nc1cc(C(F)(F)F)c[nH]c1=O	-1%	1%	1%	3%	i	0%	-2%	?	i	2%	-1%
Clc1ccccc1-c1nccc(-n2ccnc2)n1	-1%[2.29 µM]	-4%	0%	0%	i	-19%	12%	i	i	-16%	?
COc1cccc(C(CC(=O)NCc2ccco2)NS(=O)(=O)c2ccc(C)cc2)c1OC (configuration not stated)	2%	7%	0%	-2%	i	-2%	6%	?	i	5%	2%
CCOC(=O)Nc1ccc2c(c1)N(C(=O)CN1CCN3CCCC3C1)c1ccccc1CC2 (configuration not stated)	-2%	/	-2%	-8%	i	15%	-5%	i	i	16%	4%
CC(=O)NC(c1ccccc1)c1cccnc1 (configuration not stated)	0%	0%[7.66 µM]	-1%	2%	/	6%[11.4 µM]	4%[11.4 µM]	/	/	3%[11.4 µM]	2%
O=C(C(Cc1ccccc1)n1cccc1)N1CCN(C2CCCCC2)CC1 (configuration not stated)	0%	/	-6%	-3%	/	-15%	-12%	/	/	?	-15%
COc1ccccc1-c1cc(C(F)(F)F)nc(NCc2ccco2)n1	-1%	?	-3%	-1%	?	-16%	-24%	i	i	?	56%[activator]
Oc1c(Cl)cc(Cl)c(Cl)c1Cl	/	/	-3%	-2%	/	?	1%	/	/	?	?
COC(=O)c1[nH]c2ccccc2c1NC(=O)CN1CCC(C(N)=O)(N2CCCCC2)CC1	3%	-2%	1%	-1%	i	1%	-8%	i	i	-1%	-12%
COc1cccc(C2CC(c3ccccc3OC)n3nc(N)nc3N2)c1 (configuration not stated)	-5%	/	-1%	0%	/	5%	4%	/	/	8%	-12%
COC(=O)C(NS(C)(=O)=O)(c1c(C)[nH]c2ccccc12)C(F)(F)F (configuration not stated)	3%	8%	0%	0%	i	3%	-11%	i	i	-9%	-7%
O=C(NCc1ccccc1)c1cc(-n2cnnc2)ccc1Cl	0%	4%	1%	2%	?	5%	-3%	i	i	6%	-9%
CC(=O)Cc1nsc(NC(=O)c2ccc(-c3cc(C(F)(F)F)ccc3Cl)o2)n1	1%	17%	2%	1%	i	-18%	-4%	i	i	25%	-11%
C/C(Cl)=C/Cn1c(=O)c2c(nc(Br)n2Cc2ccccc2)n(C)c1=O	2%	-3%	-4%	-5%	i	1%	78%	?	i	?	-9%
CCn1c(Cc2c(C)[nH]c3ccccc23)nnc1SCC(N)=O	-6%	1%	0%	0%	i	13%	-4%	i	i	2%	-4%
Cc1noc(C)c1CSc1nc2sc(C)c(C)c2c(=O)n1-c1ccccc1	-3%	11%	-1%	-2%	?	18%	75%	?	i	?	-28%
CC(=O)Nc1ccc(-n2c(C)c(C(C)=O)c(C(C)=O)c2C)cc1	2%	3%[7.66 µM]	3%	0%	/	-9%[11.4 µM]	1%[11.4 µM]	/	/	-4%[11.4 µM]	?
O=C(CP(=O)(c1ccccc1)c1ccccc1)N1CCCCC1	2%	3%	-2%	0%	/	0%	11%	/	/	14%	-5%
O=C(Oc1cccc(Oc2ccccc2)c1)N1CCOCC1	0%	-16%	1%	-1%	?	?	-4%	i	i	4%	22%
COc1ccc(CNC(=O)Cn2cnc3c(=O)n(C)c(=O)n(C)c32)cc1	4%	-5%	0%	0%	i	-3%	-2%	i	i	2%	0%
O=C(NCc1ccccc1Cl)C1CCN(S(=O)(=O)N2CCCCC2)CC1	-9%	14%	0%	1%	i	6%	6%	i	i	7%	7%
COc1ccc(-n2cnnc2SCC(=O)c2ccc(S(=O)(=O)N3CCOCC3)cc2)cc1	2%	21%	-4%	-3%	i	3%	-24%	i	i	1%	-16%
COc1cccc([C@@H]2Oc3ccc(OC)cc3/C(=N/OC[C@@H](C)[C@H](OCc3ccccc3)C(C)C)[C@@H]2O)c1	0%[11.4 µM]	/	-1%[11.5 µM]	1%[11.5 µM]	/	1%[11.4 µM]	/	/	/	15%[11.4 µM]	-3%[11.5 µM]
O=c1[nH]cnc2c1nc(SCc1ccccc1)n2C1OC(CO)C(O)C1O (configuration not stated)	-3%	-5%	-1%	1%	i	6%	-6%	i	i	4%	-17%
CCS(=O)(=O)n1nc(C(=O)N2CCOCC2)nc1N	0%	-8%	-1%	1%	i	0%	0%	i	i	6%	9%
CCOC(=O)Cn1c(=O)oc2cc(S(=O)(=O)Nc3cc(OCC)ccc3OCC)ccc21	0%	14%	-2%	0%	i	3%	-2%	i	i	3%	5%

These rows are one share of the data; the hit share may differ from the screen's.
